Screens (PubChem)
CR mimetic SO – caloric restriction mimetics inhibiting age-related superoxide in yeast; S. cerevisiae aged cells, superoxide DHE fluorescence; hits give low values; superoxide response (% of plate mean), % at 10 µM; 0.18% of 330,000 active; AID 2690;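 active = superoxide response under a set limit, about three screen SD below normal, cut at about 65% in these data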;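 note: yeast aged for seven days with compound at 30 °C before DHE staining; 100% = average MFI of all compound-treated wells on the plate with controls excluded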
CTSL1 counter – counter-screen for PFM18AAP inhibitors: inhibitors of F. hepatica cathepsin L1; recombinant F. hepatica cathepsin L1, Z-Leu-Arg-MCA fluorescence; inhibition, % at 5.96 µM; 0.49% of 300,000 active;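 active = inhibition above the mean of all tested compounds plus 3 SD, set per screening campaign, cut at about 17% in these data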;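 note: 0% = plate median of test compound wells and 100% = 1 µM Z-Phe-Ala-diazomethylketone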
core dimer inh – blocks dimerization of HCV core protein; 0.33% of 300,000 active; inhibition, % at 5 µM; AID 1899; TR-FRET GST/Flag-core106 dimerization, 1536-well;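 active = inhibition above the mean of all tested compounds plus 3 SD, set per screening campaign, cut at about 45% in these data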
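Material: GST/Flag-tagged HCV core106 proteins. Incubation: 4 h, 22.5 °C incubation. Read-out basis: inhibition (%) from 671 over 617 nm ratio. Measured by: TR-FRET, excitation 340 nm, emission 617 and 671 nm.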
TPT1 inhibitor – C. albicans TPT1 enzyme inhibition; recombinant caTPT1, FP RNA substrate dephosphorylation; inhibition, % at 5 µM; 0.81% of 300,000 active; AID 1962;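 active = inhibition above the mean of all tested compounds plus 3 SD, set per screening campaign, cut at about 24% in these data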;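 note: plate controls were DMSO alone for no effect and ferristatin control at 100 nM for full effect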
PP1 counter – counter-screen for PP5 inhibitors: inhibitors of human PP1-alpha; inhibition, % at 6.7 µM; 0.9% of 320,000 active; purified PP1alpha, OMFP fluorescence; AID 2235;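 active = inhibition above the mean inhibition of all tested compounds plus 3 SD, computed separately for each screening campaign, cut at about 15% in these data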
Target sequence (P62136 whole entry, looked up): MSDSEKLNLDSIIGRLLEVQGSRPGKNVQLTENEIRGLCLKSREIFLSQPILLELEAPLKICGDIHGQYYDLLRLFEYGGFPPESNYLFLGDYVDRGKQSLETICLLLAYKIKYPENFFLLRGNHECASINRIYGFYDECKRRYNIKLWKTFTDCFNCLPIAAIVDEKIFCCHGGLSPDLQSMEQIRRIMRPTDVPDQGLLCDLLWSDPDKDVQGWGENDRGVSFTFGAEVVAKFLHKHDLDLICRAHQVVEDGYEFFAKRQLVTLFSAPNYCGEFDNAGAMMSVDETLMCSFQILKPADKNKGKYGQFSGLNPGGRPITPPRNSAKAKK
JMJD2C inh – blocks human GASC-1 demethylase activity; Q9H3R0; GST-JMJD2C(1-420) H3K9me3 demethylation, DELFIA europium; inhibition, % at 2.35 µM; 0.069% of 330,000 active; AID 2099;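 active = more than half of a compound's replicate wells show inhibition beyond 50%, single wells judged on their own value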;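 note: signal counts dimethyl H3K9 product captured on neutravidin plate; 0% = median of DMSO wells and 100% = 0.3 times that DMSO median; strong numbers were not always called active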
Target sequence (Q9H3R0 1-420 limits assumed): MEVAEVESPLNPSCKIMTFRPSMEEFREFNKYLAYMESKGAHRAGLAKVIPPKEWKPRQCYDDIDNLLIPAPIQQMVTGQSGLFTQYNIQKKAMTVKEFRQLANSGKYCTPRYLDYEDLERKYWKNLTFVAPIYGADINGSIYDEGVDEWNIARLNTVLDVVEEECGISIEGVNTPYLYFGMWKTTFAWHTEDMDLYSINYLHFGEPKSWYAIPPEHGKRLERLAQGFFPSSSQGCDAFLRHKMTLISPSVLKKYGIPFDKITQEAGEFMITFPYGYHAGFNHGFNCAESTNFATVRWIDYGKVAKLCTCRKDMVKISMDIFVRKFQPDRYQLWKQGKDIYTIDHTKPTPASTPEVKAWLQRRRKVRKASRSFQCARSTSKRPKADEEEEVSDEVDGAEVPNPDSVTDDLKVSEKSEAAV
PP5 inh – inhibitors of human protein phosphatase 5 (PP5) | purified PP5c, OMFP substrate fluorescence | inhibition, % at 6.7 µM | 0.18% of 320,000 active;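 active = inhibition above the campaign's mean inhibition across all tested compounds plus 3 SD, cut at about 9.5% in these data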;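 note: 0% = DMSO only and 100% = 100 µM cantharidin control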
EBNA-1 inhibitor – blocks EBNA-1 binding to DNA; EBNA-1 DNA binding, fluorescence polarization; inhibition, % at 14.8 µM; 0.34% of 300,000 active; AID 1950; in the data active = inhibition above about 28%
ZTA counter – blocks Epstein-Barr virus ZTA, an EBNA-1 counter-screen | ZTA-DNA binding, fluorescence polarization | inhibition, % at 11 µM | 0.15% of 320,000 active; in the data active = inhibition above about 33%
Target sequence (P03206 whole entry, looked up): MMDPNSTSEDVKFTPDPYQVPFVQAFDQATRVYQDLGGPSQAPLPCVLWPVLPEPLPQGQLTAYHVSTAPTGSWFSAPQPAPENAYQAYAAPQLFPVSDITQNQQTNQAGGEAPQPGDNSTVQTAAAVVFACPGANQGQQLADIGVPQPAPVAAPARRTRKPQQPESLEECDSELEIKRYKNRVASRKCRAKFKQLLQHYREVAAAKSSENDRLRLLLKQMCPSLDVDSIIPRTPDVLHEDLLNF
* marks the source's active call; other numbers are inactive results; . = not tested or not shown.

SMILES	CR mimetic SO	CTSL1 counter	core dimer inh	TPT1 inhibitor	PP1 counter	JMJD2C inh	PP5 inh	EBNA-1 inhibitor	ZTA counter
COc1cc(NS(=O)(=O)c2ccc(NC(C)=O)cc2)nc(OC)n1	90	-2	1	3	-2	4	-0.2	6	-1
Cc1cc(C)n(-c2ccc(C(=O)OCC(=O)Nc3ccc(Cl)cc3[N+](=O)[O-])cc2)n1	115	3	5	-8	-1	-1	-1.1	-4	3
CCN(CC)c1ccc(/C=N/NC(=O)Cc2cccs2)c(O)c1	98	1	-11	21	16*	8	4.7	2	7
C[C@@H](NC(=O)c1nc[nH]c1C(=O)N[C@@H](CCCCNC(=O)OC(C)(C)C)C(=O)OC(C)(C)C)c1ccccc1	97	6	8	-2	10	7	6.4	-5	12
Cn1c(-c2sc3cc(C(F)(F)F)cnc3c2-c2cccs2)n[nH]c1=S	108	0	-12	-2	0	-5	2.3	-11	-3
CCOCC(=O)Nc1ccc(S(=O)(=O)N2CCC(c3nc4ccccc4[nH]3)CC2)cc1	102	-1	-6	0	-4	-2	-1.5	-8	-10
CCN(CC)S(=O)(=O)c1ccc(/C=C/C(=O)Nc2ccccc2N2CCOCC2)cc1	107	-2	7	-1	-1	-8	3.4	2	-1
COc1cccc(N(CC(=O)NC2CCCCC2)C(=O)CCC(=O)Nc2nccs2)c1	103	-2	3	-3	-1	3	-0.7	3	7
N#Cc1c(Nc2ccc(F)cc2)sc(C(=O)c2ccc(F)cc2)c1N	104	5	-4	3	-1	1	-0.1	0	0
Clc1cccc2sc(-c3nnc(-c4ccccc4)o3)c(Cl)c12	99	-2	-1	0	-7	-3	-3.9	6	5
O=C(c1ccc(-c2ccc([N+](=O)[O-])cc2)o1)N1CCCCC1	82	1	1	-3	-3	-4	2.1	-1	-13
CCCCCc1ccc(-c2cn(Cc3ccc([N+](=O)[O-])cc3)nn2)cc1	112	0	1	0	-2	0	1.3	-8	1
C=CCSc1nc2c(cc1C#N)CCC2	113	4	1	0	-3	6	-1.4	10	3
O=C(c1cccc([N+](=O)[O-])c1)N1CCN(C(=O)c2ccco2)CC1	102	0	-3	1	-2	6	-0.2	-2	4
CC(C)(C)NS(=O)(=O)c1ccc(/C=C/C(=O)O)cc1	118	6	1	-1	-2	-2	2.5	-5	-3

A run of entries from the list above:
SMILES	CR mimetic SO	CTSL1 counter	core dimer inh	TPT1 inhibitor	PP1 counter	JMJD2C inh	PP5 inh	EBNA-1 inhibitor	ZTA counter
COc1cc(NS(=O)(=O)c2ccc(NC(C)=O)cc2)nc(OC)n1	90	-2	1	3	-2	4	-0.2	6	-1
Cc1cc(C)n(-c2ccc(C(=O)OCC(=O)Nc3ccc(Cl)cc3[N+](=O)[O-])cc2)n1	115	3	5	-8	-1	-1	-1.1	-4	3
CCN(CC)c1ccc(/C=N/NC(=O)Cc2cccs2)c(O)c1	98	1	-11	21	16*	8	4.7	2	7
C[C@@H](NC(=O)c1nc[nH]c1C(=O)N[C@@H](CCCCNC(=O)OC(C)(C)C)C(=O)OC(C)(C)C)c1ccccc1	97	6	8	-2	10	7	6.4	-5	12
Cn1c(-c2sc3cc(C(F)(F)F)cnc3c2-c2cccs2)n[nH]c1=S	108	0	-12	-2	0	-5	2.3	-11	-3

The list goes on:
SMILES	CR mimetic SO	CTSL1 counter	core dimer inh	TPT1 inhibitor	PP1 counter	JMJD2C inh	PP5 inh	EBNA-1 inhibitor	ZTA counter
O=C(CSc1nc2ccccc2n1S(=O)(=O)c1ccccc1)N1CCCCC1	104	-6	-9	3	0	9	1.7	9	-10
CCOc1ccc(S(=O)(=O)NCc2ccncc2)cc1NC(=O)c1ccccc1F	112	2	11	4	-4	-30	-1.3	4	3
O=C(NNC(=S)NCc1ccco1)c1ccccc1Br	92	-1	10	-5	-1	-2	2.2	5	13
CCc1cc(OCCCSc2nc(C)cc(=O)[nH]2)ccc1Cl	89	4	-2	-4	2	-1	1.5	7	-1
COc1ccc(C(=O)Nc2ccc(S(=O)(=O)NC(C)C)cc2)cc1	123	-4	1	2	9	5	4.2	-16	-11
Cc1nnsc1C(=O)Nc1cccc(Cl)c1Cl	97	0	-3	-3	0	0	0.0	14	17
CN(C(=O)COC(=O)c1ccccc1SCC(=O)N1CCCC1)C1CCS(=O)(=O)C1 (configuration not stated)	102	2	-1	0	-4	9	-0.9	0	-7
COc1cc(C)ccc1OCC(=O)Nc1ccc2c(c1)OCO2	120	.	.	.	0	2	4.7	.	-13
O=C(O)Cn1nc(C(F)(F)F)c2c1CCCC2	114	-7	-3	-7	-4	-2	1.2	-7	-19
CCOC(=O)c1c(NC(=O)CN2CCN(C(=O)C3CCCO3)CC2)sc(C)c1C (configuration not stated)	112	0	2	-2	-3	4	2.2	-16	-7
COC(=O)c1n[nH]nc1-c1ccccc1	85	-3	-11	1	-8	-22	-5.3	-9	-8
COc1ccc(Nc2nc(N)nc(CN3CCc4ccccc4C3)n2)cc1	92	3	-3	-4	4	-4	0.7	-2	2
Oc1c(Br)cc(Br)cc1/C=N/c1nccs1	76	.	.	.	-2	-8	0.1	.	15
COc1ccc(NS(=O)(=O)c2cccc(N/C(=N\S(=O)(=O)c3ccccc3)c3ccc(F)cc3)c2)cc1	100	5	6	-1	7	-3	3.5	5	18
O=C(CN1C(=O)NC2(CCCC2)C1=O)NCCc1ccc(Cl)cc1Cl	127	.	.	.	1	15	0.1	.	-8

Grouped by structure: the compounds so far containing bromine
SMILES	CR mimetic SO	CTSL1 counter	core dimer inh	TPT1 inhibitor	PP1 counter	JMJD2C inh	PP5 inh	EBNA-1 inhibitor	ZTA counter
O=C(NNC(=S)NCc1ccco1)c1ccccc1Br	92	-1	10	-5	-1	-2	2.2	5	13
Oc1c(Br)cc(Br)cc1/C=N/c1nccs1	76	.	.	.	-2	-8	0.1	.	15

Next part
SMILES	CR mimetic SO	CTSL1 counter	core dimer inh	TPT1 inhibitor	PP1 counter	JMJD2C inh	PP5 inh	EBNA-1 inhibitor	ZTA counter
Cc1cccc(N2CCN(CC(O)COc3ccc(Cl)cc3)CC2)c1 (configuration not stated)	98	-2	10	-1	2	-3	-1.2	11	9
COc1ccc(Nc2cc(Cl)ccc2C(=O)O)cn1	100	0	0	-13	5	0	-0.2	-5	-13
COc1ccccc1NC(=O)N(c1c(N)n(Cc2ccccc2)c(=O)[nH]c1=O)C1CCCC1	106	0	-1	-3	-2	8	-1.8	1	11
COc1ccc(NC(=O)CC2C(=O)N(Cc3ccco3)C(=S)N2C(C)C)cc1 (configuration not stated)	101	-1	2	-1	-1	9	2.1	-2	2
Cc1ccc(C(=O)NNC(=O)C2CCN(S(=O)(=O)c3ccc(Cl)cc3)CC2)cc1	105	-4	9	-3	-2	11	0.5	-4	3
CCOc1ccc(NC(=O)CN(C)S(=O)(=O)c2cnc[nH]2)cc1	102	-6	-1	-5	1	-5	0.3	0	-22
CCCCN1CC(O)=C(c2nc3ccccc3s2)C1=N	108	0	3	1	3	-1	0.5	-1	1
c1ccc2c(c1)OCC(c1nnc3n1-c1ccccc1SC3)O2 (configuration not stated)	117	2	0	2	1	-4	2.8	-7	-18
N#Cc1ccc(C(=O)Nc2cc(S(=O)(=O)Nc3ccc(Cl)cc3)ccc2N2CCCCC2)cc1	85	2	41	4	9	2	5.1	-12	3
CC(=O)C1=C(C)NC(SCC(=O)c2ccc(F)cc2)=C(C#N)C1c1ccco1 (configuration not stated)	94	1	-1	5	3	3	2.2	11	15
CCOC(=O)C1=C(C)Nc2ncnn2C1c1c[nH]c2ccccc12 (configuration not stated)	85	-1	-13	2	-4	-13	-2.6	-1	0
CN1/C(=C/C(=O)c2ccc(Cl)cc2)Sc2cc3c(cc21)OCO3	98	0	-390	19	1	1	-2.4	-1	3
Nn1c(SCCOc2ccc(Cl)cc2)nnc1-c1cccnc1	103	1	4	5	-2	0	-1.0	11	-4
CC(C)[C@H](CO)Nc1nc(NCc2ccc(S(N)(=O)=O)cc2)c2ncn(C(C)C)c2n1	105	2	-10	-1	-1	4	3.0	10	6
C/C(=N/NS(=O)(=O)c1ccc(Cl)cc1)c1ccc2c(c1)OCO2	108	-6	-9	0	-4	7	0.6	-2	-7
COC(=O)c1ccccc1NC(=O)c1ccc2c(c1)C(=O)N(Cc1ccco1)C2=O	91	0	4	2	0	14	1.2	-1	0
COc1ccccc1NC(=O)Cc1nn(C)c(=O)c2ccccc12	87	-4	-4	-1	-4	2	1.4	-1	-19
O=C(O)c1ccc(N=NN2CCCCC2)cc1	92	3	0	3	-1	1	0.1	2	-16
CNC(=S)NN(C)c1nc(C)cc(C)n1	104	-5	2	-6	-3	-3	1.1	-9	2
COc1ccc(/C=C/C(=O)OCC(=O)Nc2ccc(Cl)cn2)cc1	91	-3	2	2	5	1	-2.1	-10	18
O=C(N[C@@H](Cc1c[nH]c2ccccc12)C(=O)O)c1ccc(Cl)cc1	108	-2	-4	-6	-8	-3	0.0	-13	1
CNC(=O)c1cccn1-c1ccsc1C(=O)OC	100	3	-3	2	-4	-1	0.8	4	7
CCCN1CCCc2cc(CN)ccc21	121	15	-7	-31	5	3	4.5	13	31
O=C(COc1ccccc1)NCC(=O)N/N=C/c1cc(Br)ccc1OCc1ccccc1	104	1	18	3	5	-2	0.9	-1	17
CC(=O)Nc1ccc(S(=O)(=O)Oc2cccc(/C=N/N=C3/NC(=O)C(CC(=O)O)S3)c2)cc1 (configuration not stated)	93	5	6	0	-2	14	-0.3	-8	-1
Cc1ccc(S(=O)(=O)NCc2ccccc2)cc1C(=O)NCc1ccccn1	102	-1	-6	1	-2	-5	-0.2	-6	-19
Cc1cc(C)c(S(=O)(=O)N2CCN(C(=O)c3c(C)noc3C)CC2)c(C)c1	108	.	.	.	-5	4	0.8	.	18
NC(N)=NNC(=O)c1ccccc1Cl	95	4	-10	1	0	-2	1.1	4	-11
Cc1noc(C)c1COc1ccc(C(=O)NCc2ccccn2)cc1	101	-3	-11	2	-9	-8	2.9	-14	7
Cc1c(C(=O)O)sc2nc3n(c(=O)c12)CCC(C)CC3 (configuration not stated)	118	-1	-3	-1	-1	3	-0.8	1	-6
CCCNC(=O)CN(c1ccc(F)cc1)S(=O)(=O)c1ccc2c(c1)OCCO2	91	1	-2	-8	-3	3	2.9	10	-1
CC(=O)NC1(c2ccccc2)CCN(c2cc(C)nc(-c3ccccc3)n2)CC1	93	-2	10	14	4	0	1.3	12	3
C/C(=N\NC(=O)CSc1nc2ccccc2[nH]1)c1ccncc1	95	-5	1	-6	-3	-6	-0.3	13	13

Quoted at random: 5 entries already listed
SMILES	CR mimetic SO	CTSL1 counter	core dimer inh	TPT1 inhibitor	PP1 counter	JMJD2C inh	PP5 inh	EBNA-1 inhibitor	ZTA counter
CNC(=O)c1cccn1-c1ccsc1C(=O)OC	100	3	-3	2	-4	-1	0.8	4	7
CNC(=S)NN(C)c1nc(C)cc(C)n1	104	-5	2	-6	-3	-3	1.1	-9	2
Cc1cc(C)c(S(=O)(=O)N2CCN(C(=O)c3c(C)noc3C)CC2)c(C)c1	108	.	.	.	-5	4	0.8	.	18
CC(=O)NC1(c2ccccc2)CCN(c2cc(C)nc(-c3ccccc3)n2)CC1	93	-2	10	14	4	0	1.3	12	3
CC(=O)Nc1ccc(S(=O)(=O)Oc2cccc(/C=N/N=C3/NC(=O)C(CC(=O)O)S3)c2)cc1 (configuration not stated)	93	5	6	0	-2	14	-0.3	-8	-1
